FXIIa single: human FXIIa protease inhibitors, primary screen, biochemical, single well; purified human FXIIa, AMC substrate fluorescence, 2 h; actives 0.2% (n = 33,000); inhibition, % at 10 µM; in the data active = inhibition above about 30%;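 also: 0% = enzyme with vehicle only and 100% = no enzyme blank; many of its hits are not listed in these tables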
FXIa inh: human FXIa protease inhibitors, primary screen, biochemical, single compound per well. AID 687, 2007. inhibition, % at 10 µM. actives 0.3% (n = 33,000). Coagulation factor XI (Homo sapiens), P03951. purified human FXIa, fluorogenic AMC substrate cleavage;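 active = inhibition above 40% in the primary screen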;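 also: 0% = enzyme without compound and 100% = blank wells lacking enzyme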
Target sequence (P03951 19-387 limits assumed): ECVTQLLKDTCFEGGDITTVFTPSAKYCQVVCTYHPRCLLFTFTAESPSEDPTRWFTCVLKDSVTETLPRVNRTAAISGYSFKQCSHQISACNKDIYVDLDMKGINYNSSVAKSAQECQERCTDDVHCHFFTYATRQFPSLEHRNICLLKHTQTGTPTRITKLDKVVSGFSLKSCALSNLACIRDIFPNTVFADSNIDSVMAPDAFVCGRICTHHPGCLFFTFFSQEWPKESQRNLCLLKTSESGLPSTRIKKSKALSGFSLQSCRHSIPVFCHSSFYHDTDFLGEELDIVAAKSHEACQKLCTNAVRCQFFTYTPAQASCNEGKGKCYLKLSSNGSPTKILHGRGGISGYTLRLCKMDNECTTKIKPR
Target sequence (P03951 388-625 limits assumed): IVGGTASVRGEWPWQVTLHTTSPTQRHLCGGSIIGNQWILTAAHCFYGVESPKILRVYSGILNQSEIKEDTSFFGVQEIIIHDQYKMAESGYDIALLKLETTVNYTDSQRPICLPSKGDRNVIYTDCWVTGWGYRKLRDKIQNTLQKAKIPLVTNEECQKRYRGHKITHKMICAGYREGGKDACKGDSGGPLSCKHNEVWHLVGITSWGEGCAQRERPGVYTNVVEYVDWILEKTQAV
* marks the source's active call; other numbers are inactive results. Some of the compounds tested. The share of hits here may be higher or lower than overall.

Sequence of screens – FXIIa single | FXIa inh
- Cc1cc(C)c(C(=O)c2ccc(C(=O)NC(C)(C)C)cc2)c(C)c1
→ 8.8 | -1.8
- C=CCn1c(SCCOc2ccccc2)nnc1C(C)NC(=O)c1ccccc1 (stereo unspecified)
→ 1.9 | 7.5
- CCN(CC)c1ccc(C2C(C(C)=O)C(=O)CC(C)(O)C2C(C)=O)cc1 (stereo unspecified)
→ 0.1 | 1.9
- COCCNCC(=O)NCC12CC3CC(CC(C3)C1)C2
→ 2.8 | -7.9
- Cc1cccc(N(CC(=O)Nc2ccc(F)cc2)S(C)(=O)=O)c1
→ 2.8 | -5.3
- Cc1ccc(C(CC(=O)NCc2ccco2)c2ccc(OC(C)C)cc2)cc1 (stereo unspecified)
→ 4.3 | -2.2
- COc1ccc(OC)c(S(=O)(=O)Nc2cccc(C(C)=O)c2)c1
→ 2.3 | -0.4
- Cc1nn(C)c(C)c1S(=O)(=O)N(CC(=O)N1CCc2ccccc2C1)c1ccc(C(C)C)cc1
→ 7.9 | -1.7
- O=C(N/C=N/OCc1ccc(Cl)cc1Cl)NOCc1ncc(C(F)(F)F)cc1Cl
→ 13.3 | -1.1
- COCCCNC(=O)CCc1ccc(S(=O)(=O)Nc2ccc(C)cc2)cc1
→ 4.8 | -3.3
- COc1cc(C(=O)NCc2nnc(SCC(=O)N3CCCCC3)o2)cc(OC)c1OC
→ 1.9 | 21.0
- O=c1c2ccccc2ncn1C1CCCCC1
→ 8.3 | -1.5
- CC(NC(=O)Nc1ccccc1C(F)(F)F)C1CCCO1 (stereo unspecified)
→ -1.6 | -4.3
- Brc1ccc(C2=CC(c3cccs3)n3ncnc3N2)cc1 (stereo unspecified)
→ 6.0 | -5.9
- COc1cccc(OC)c1C(=O)N1CCN(S(=O)(=O)c2ccc(C)cc2)CC1
→ 7.9 | 1.8

Sequence of screens – FXIIa single | FXIa inh
- Cc1ccccc1NC(=O)Cn1cnc2c(oc3ccccc32)c1=O
→ -14.6 | -10.5
- CC(NC(=O)Cc1c(F)cccc1Cl)C1CCCO1 (stereo unspecified)
→ 8.4 | 7.0
- CCCn1c(SCC(=O)c2ccc(OC)c(OC)c2)nc2c1c(=O)n(C)c(=O)n2C
→ -15.7 | 4.8
- CCN1C(=O)S/C(=C/c2ccsc2)C1=O
→ 15.2 | -1.7
- Cc1cccc2c1NC(C)CC2C (stereo unspecified)
→ 3.0 | -8.0
- CCOC(=O)N1CCN(C(=O)CSCC(=O)Nc2nc(-c3ccc(-c4ccccc4)cc3)cs2)CC1
→ 2.8 | 5.8
- Cc1ccc(NC(=O)Cc2noc3ccccc23)cc1
→ 2.6 | -5.7
- Cn1c(SCC(=O)N2CCOCC2)nc2sc3c(c2c1=O)CCCC3
→ 4.1 | -1.8
- O=C(NCc1ccco1)C12CC3CC(CC(C3)C1)C2
→ 0.4 | -2.4
- C=CCn1c(Cc2csc(N)n2)nnc1SCC(=O)OCC
→ 7.9 | -9.2
- CC(C)C1C(C#N)=C(N)Oc2n[nH]c(-c3ccc4ccccc4c3)c21 (stereo unspecified)
→ 9.2 | 1.3
- COc1cccc(N2C(=O)CC(N3CCC(c4nc5ccccc5[nH]4)CC3)C2=O)c1 (stereo unspecified)
→ -14.4 | 1.8
- CCCC(=O)Nc1ccc(Cl)c(NC(=O)c2ccc(Br)o2)c1
→ -3.0 | -3.2
- COCCOC(=O)c1c(C)n(C)c2ccc(OC(=O)c3ccco3)cc12
→ 6.2 | -6.4
- CCC(C)NS(=O)(=O)c1ccc(OCC(=O)NCc2ccco2)cc1 (stereo unspecified)
→ 8.2 | 5.4

The final 7 entries of the part before lead into the next.
Sequence of screens – FXIIa single | FXIa inh
- O=C(NCc1ccco1)C12CC3CC(CC(C3)C1)C2
→ 0.4 | -2.4
- C=CCn1c(Cc2csc(N)n2)nnc1SCC(=O)OCC
→ 7.9 | -9.2
- CC(C)C1C(C#N)=C(N)Oc2n[nH]c(-c3ccc4ccccc4c3)c21 (stereo unspecified)
→ 9.2 | 1.3
- COc1cccc(N2C(=O)CC(N3CCC(c4nc5ccccc5[nH]4)CC3)C2=O)c1 (stereo unspecified)
→ -14.4 | 1.8
- CCCC(=O)Nc1ccc(Cl)c(NC(=O)c2ccc(Br)o2)c1
→ -3.0 | -3.2
- COCCOC(=O)c1c(C)n(C)c2ccc(OC(=O)c3ccco3)cc12
→ 6.2 | -6.4
- CCC(C)NS(=O)(=O)c1ccc(OCC(=O)NCc2ccco2)cc1 (stereo unspecified)
→ 8.2 | 5.4
- CC1CCCN(c2nc3nonc3nc2N2CCCC(C)C2)C1 (stereo unspecified)
→ -16.1 | 33.2
- CCOc1ccc(S(=O)(=O)Nc2ccc(S(=O)(=O)N3CCCCC3)cc2)cc1
→ -3.2 | -0.6
- CCOC(=O)CCC(=O)O[C@H]1[C@H](O[C@@H]2[C@@H](C)[C@H](O[C@H]3C[C@@](C)(OC)[C@@H](O)[C@H](C)O3)[C@@H](C)C(=O)O[C@H](CC)[C@@](C)(O)[C@H](O)[C@@H](C)C(=O)[C@H](C)C[C@@]2(C)O)O[C@H](C)C[C@@H]1N(C)C
→ -1.1 | 6.0
- CCN(CC)C(=O)COc1cc(C)cc2oc(=O)cc(-c3ccccc3)c12
→ -17.1 | 5.5
- O=C(c1ccccc1Cl)N1CCNCC1
→ -14.4 | 3.6
- CCOc1ccc(Nc2oc(-c3cccc(Cl)c3)nc2C#N)cc1
→ 2.3 | -1.4
- COc1ccc(S(=O)(=O)NCc2ccccn2)cc1
→ 7.0 | 3.2
- Cc1cccc(NC(=O)c2ccccc2O)c1C
→ -11.4 | -11.9
- Cc1ccc(CCNC(=O)C2CCN(S(=O)(=O)c3cccc4nsnc34)CC2)cc1
→ -1.0 | -5.9
- COc1ccc(-c2nnc(-c3cccnc3)o2)cc1
→ -1.3 | -9.3
- CC(C)CN(CC(C)C)C(=O)Cc1coc2ccc3ccccc3c12
→ 8.7 | 16.6
- Cc1ccc(-n2nc(C(=O)O)c3ccccc3c2=O)cc1C
→ 8.8 | 7.4
- CCc1ccc(N(C(=O)c2ccco2)C(C(=O)NC2CCCC2)c2ccco2)cc1 (stereo unspecified)
→ 6.9 | 4.3
- CCC(C)NC(=O)C1CC(c2ccc(OC)cc2)=NO1 (stereo unspecified)
→ 8.0 | 1.5
- O=c1c2c3c(sc2nc2n1CCCC2)CCCCC3
→ -5.9 | -0.2

Sequence of screens – FXIIa single | FXIa inh
- CS(=O)(=O)N(CC(=O)Nc1ccccc1)Cc1ccc(Cl)cc1
→ 2.1 | 11.1
- CC1(C)CC(=O)c2cc(OCC(=O)N3CCCCCC3)ccc2O1
→ -4.8 | 3.6
- Cc1ccc(CNC(=O)CCS(=O)(=O)c2ccc(Br)s2)cc1
→ 7.5 | 4.0
- O=C(Nc1cccnc1)C1(c2ccc(Cl)cc2)CCCC1
→ 7.5 | 2.6
- CCOC(=O)/C(=C/Nc1ccccc1)[N+](=O)[O-]
→ 8.2 | -6.1
- Cc1cc2c(C)nc3ccccc3c2o1
→ 2.9 | 5.5
- COc1ccccc1C1CC(c2ccccc2)Nc2ncnn21 (stereo unspecified)
→ 5.4 | -6.1
- CSCCC(NC(=O)C1CC1)c1nc2ccccc2[nH]1 (stereo unspecified)
→ 2.7 | 3.3
- CCN1CC(C)C(O)(c2ccccc2)CC1C (stereo unspecified)
→ 7.7 | 3.2
- COC(=O)[C@H](Cc1ccccc1)NC(=O)NCc1ccccc1OC
→ -16.3 | 28.3
- Cc1c(C(=O)NC2CCCc3ccccc32)oc2ccc(S(=O)(=O)N3CCOCC3)cc12 (stereo unspecified)
→ -11.8 | -12.3
- CCSc1nnc(NC(=O)c2cc3c(s2)CCCC3)s1
→ 2.8 | 2.6
- COc1ccccc1N1CCN(C(CNS(=O)(=O)c2ccccc2)c2cccnc2)CC1 (stereo unspecified)
→ -9.1 | -10.1
- Cc1ccc(C(C(=O)NC2CCCCC2)N(Cc2ccco2)C(=O)C2COc3ccccc3O2)o1 (stereo unspecified)
→ 8.8 | 1.4
- CCOc1ccc(-n2c(N)c(C(=O)NCc3ccco3)c3nc4ccccc4nc32)cc1
→ -9.4 | -6.8

Overlap with the part before: four compounds; new compounds follow.
Sequence of screens – FXIIa single | FXIa inh
- CCSc1nnc(NC(=O)c2cc3c(s2)CCCC3)s1
→ 2.8 | 2.6
- COc1ccccc1N1CCN(C(CNS(=O)(=O)c2ccccc2)c2cccnc2)CC1 (stereo unspecified)
→ -9.1 | -10.1
- Cc1ccc(C(C(=O)NC2CCCCC2)N(Cc2ccco2)C(=O)C2COc3ccccc3O2)o1 (stereo unspecified)
→ 8.8 | 1.4
- CCOc1ccc(-n2c(N)c(C(=O)NCc3ccco3)c3nc4ccccc4nc32)cc1
→ -9.4 | -6.8
- CN(C)CC(=O)Nc1nc(-c2ccccc2)cs1
→ -6.4 | 2.5
- CCOC(=O)C1CCc2sc(N)c(C#N)c21 (stereo unspecified)
→ 1.8 | -1.4
- C=CCNc1oc(-c2cccs2)nc1C#N
→ -20.8 | -6.0
- Cc1ccc2cc(C(c3nnnn3Cc3ccccc3)N3CCc4ccccc43)c(=O)[nH]c2c1 (stereo unspecified)
→ 1.5 | 13.3
- Cc1ccc2occ(C(c3nnnn3Cc3ccccc3)N3CCOCC3)c(=O)c2c1 (stereo unspecified)
→ 2.3 | -0.3
- COc1ccc(N=CC2=C(O)c3ccccc3C2=O)c(OC)c1
→ -10.5 | 32.0
- C=CCc1c(C)nc(C)nc1N/N=C/c1ccc(F)cc1
→ 5.3 | -2.2
- O=c1c2c(-c3cccs3)csc2[nH]c(=S)n1-c1ccccc1
→ 7.2 | 3.4
- CCOc1cc(NS(=O)(=O)c2ccc(OC)cc2)c(OCC)cc1NC(=O)c1ccco1
→ 3.8 | -3.0
- CCOC(=O)C1CCCN(c2c(NCCN3CCCCC3C)c(=O)c2=O)C1 (stereo unspecified)
→ 3.5 | 3.4
- COc1ccc(CCNc2ccc(C)cc2)cc1
→ 5.2 | 10.9
- COC(=O)c1oc2ccc(Cl)cc2c1NC(C)=O
→ 8.1 | -1.9
- CCOc1cc(CO)cc(Br)c1OCC(=O)O
→ 8.0 | 1.8
- CC1CCN(c2ccc(NC(=O)c3cccnc3)cc2)CC1
→ 8.3 | -1.5
- CCOCCCNC(=O)c1ccc(CS(=O)(=O)Cc2ccccc2F)o1
→ 5.5 | -4.1

Sequence of screens – FXIIa single | FXIa inh
- CC1(C)CC(=O)C2=C(C1)N(Cc1ccc(F)cc1)C(=O)C2(NC(=O)c1cccnc1)C(F)(F)F (stereo unspecified)
→ -0.7 | 1.8
- CCCc1cc(C(=O)N2CCN(S(=O)(=O)c3ccc(OC)c(OC)c3)CC2)cs1
→ 6.9 | 0.8
- CSc1ccccc1C(=O)NCc1ccc(S(N)(=O)=O)cc1
→ -3.2 | 1.5
- COc1ccc(C2=NOC(C(=O)NCc3ccccn3)C2)cc1OC (stereo unspecified)
→ -0.4 | -4.0
- CCOC(=O)c1ccc(Oc2nc(NC)nc(Nc3ccccc3)n2)cc1
→ -4.2 | -2.8
- CCOC(=O)c1ccc(OCc2nc(-c3cccs3)no2)cc1
→ 5.5 | -0.2
- COc1ccc(NC(=O)C2CCN(S(C)(=O)=O)CC2)cc1Cl
→ 8.8 | -6.1
- O=C(CSc1nnc(-c2ccncc2)n1-c1ccccc1)N1CCN(c2ccc(Cl)cc2)CC1
→ 5.3 | 1.5
- CCn1c(-c2csc(-c3ccccc3)n2)n[nH]c1=S
→ 6.4 | 6.0
- Cc1cc(N2C(=O)C(O)=C(C(=O)c3ccco3)C2c2ccc(O)cc2)no1 (stereo unspecified)
→ 7.5 | -0.5
- CCC1(C)N=C(c2ccc3c(c2)OCO3)CC(c2ccccc2O)N1 (stereo unspecified)
→ 2.4 | -9.6
- O=C(O)c1ccccc1-c1ccccc1C(=O)NCCCO
→ 7.1 | 5.0
- Oc1ccc(CN2CCc3ccccc3C2)c2cccnc12
→ -0.1 | -3.8
- Cc1scc(C(=O)Nn2cnnc2)c1-c1ccccc1
→ 0.1 | -2.6
- O=C(CCCSc1nc2ccccc2s1)NCc1ccco1
→ -11.5 | 3.7

Sequence of screens – FXIIa single | FXIa inh
- CCOC(=O)c1c(NC(=S)Nc2ccccc2)sc(C)c1C
→ 3.4 | 5.6
- CCCSc1nc(N2CCOCC2)c2c(c1C#N)CC(C)(C)SC2
→ 2.7 | 6.8
- CCOc1ccc(C(=O)COc2ccc(NC(C)=O)cc2)cc1
→ 8.5 | 1.4
- Cc1sc2ncn(CC(=O)OCC(=O)NC(C)(C)C)c(=O)c2c1C
→ 9.3 | -4.7
- Cc1ccc(-n2c(=O)c(C#N)cc3c(=O)n4ccccc4nc32)cc1C
→ -35.2 | -8.3
- Cc1cc(=O)[nH]c(SCCOc2ccc3c(c2)CCC3)n1
→ 5.5 | -1.5
- CNCCCOc1ccc(C)cc1Br
→ 6.8 | 11.4
- CCC(C)N1C(=O)CCC1C(=O)O (stereo unspecified)
→ 4.6 | -5.3
- Nc1nc(SCC(=O)N2CCCC2)[nH]c(=O)c1NC(=O)c1ccco1
→ 4.4 | 1.4
- CC(C(=O)N1CCc2ccccc21)n1cccc1 (stereo unspecified)
→ 4.3 | -2.9
- COc1ccc(S(=O)(=O)N(C)c2ccc(C(N)=O)cc2)cc1
→ 1.5 | -0.7
- CCOC(=O)C1(Cc2ccccc2)NC(c2ccccc2F)C2C(=O)N(CC)C(=O)C21 (stereo unspecified)
→ 5.8 | 1.6

Source: PubChem
